LEDGF integ inh: blocks HIV-1 LEDGF/p75-dependent DNA integration. TR-FRET IN-LEDGF/p75 DNA integration, Eu/Cy5. inhibition, % at 3.7 µM. 370,000 compounds, 0.64% hits;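 active means inhibition above the screen-wide mean plus 3 SD, cut at about 13% in these data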;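 further: signal is the Cy5 over europium emission ratio at 671 and 618 nm; 0% = plate median of compound wells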
PG9 binder: small molecules binding HIV-1 gp120 antibody PG9; TR-FRET gp120-PG9 antibody binding; inhibition, % at 6.7 µM; 360,000 compounds, 0.43% hits; AID 624416; in the data active means inhibition above about 8.5%
ABHD4 inh: inhibitors of mouse ABHD4; Q8VD66; purified mABHD4, FP-Rh probe fluorescence polarization; AID 720543; inhibition, % at 8.92 µM; 370,000 compounds, 0.54% hits;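 active means inhibition exceeding the mean over every tested compound plus 3 SD, cut at about 30% in these data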;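 further: 0% = plate median of compound wells and 100% = S159A mutant with DMSO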
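Test system: mABHD4 protein; Read-out basis: % inhibition; Incubation: 45 min + 60 min at 25 °C; Repeats: single replicate; Technique: fluorescence polarization with parallel and perpendicular emission, 525/598 nm; Compound: 8.92 µM, single dose; Benchmarks: full inhibition S159A mutant plus DMSO, zero as sample-well median.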
DDE Tn7 FP inh: disrupts Tn7 cyclic peptide binding to fibrin D-Dimer-E complex. P02675. inhibition, % at 8.3 µM. FP displacement of FITC-Tn7 peptide from fibrin DD(E); 0% = median of compound wells per plate. 370,000 compounds, 0.13% hits. AID 720508;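 active means inhibition above the mean of compounds falling within the control limits plus 3 SD of them, cut at about 14% in these data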;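 further: 0% = plate median of compound wells and 100% = 10 µM Aha-Tn7 peptide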
Target sequence (P02675 whole entry, looked up): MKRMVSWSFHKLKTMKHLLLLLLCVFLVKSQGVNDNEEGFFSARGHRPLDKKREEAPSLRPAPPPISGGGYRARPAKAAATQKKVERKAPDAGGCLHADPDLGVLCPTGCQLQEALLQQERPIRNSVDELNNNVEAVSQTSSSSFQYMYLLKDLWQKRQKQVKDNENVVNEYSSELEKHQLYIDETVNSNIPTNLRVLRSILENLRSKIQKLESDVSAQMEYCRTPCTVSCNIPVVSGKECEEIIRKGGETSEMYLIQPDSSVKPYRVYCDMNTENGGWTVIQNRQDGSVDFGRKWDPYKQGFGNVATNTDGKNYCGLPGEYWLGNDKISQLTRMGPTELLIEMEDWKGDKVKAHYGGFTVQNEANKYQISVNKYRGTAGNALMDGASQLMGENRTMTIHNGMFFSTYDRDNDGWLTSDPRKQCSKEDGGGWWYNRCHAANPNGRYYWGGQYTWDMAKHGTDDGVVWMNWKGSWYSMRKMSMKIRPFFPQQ
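Assay system: Human fibrin DD(E) protein | Medium: Tris buffer with calcium and detergent, pH 7.8 | Reagent: 0.1 µM fluorescent Tn7 | Compound dosing: Single point at 8.3 µM | Times: 10 min preincubation, 3 h with tracer, room temperature | Detection: Fluorescence polarization of the labelled Tn7 tracer | Controls: Aha-Tn7 high control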
TCR-CD3 inh: human TCR-CD3 binding inhibition. inhibition, % at 9.4 µM. AID 651800. TAMRA-labeled TCR probe fluorescence, biochemical. 360,000 compounds, 0.37% hits; in the data active means inhibition above about 19%;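 further: recombinant mutant TCR 2C K166C tagged with TAMRA read by polarization; 0% = receptor in buffer alone and 100% = receptor with positive control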
SIAE primary: blocks human sialic acid acetylesterase | Q9HAT2 | SIAE FP-Rh probe binding, fluorescence polarization | inhibition, % at 9.66 µM | 370,000 compounds, 0.69% hits | AID 1053197;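 active means inhibition above a cutoff: mean of compounds within the control limits plus 3 SD of those, cut at about 17% in these data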;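 further: 0% = plate median of compound wells and 100% = probe without SIAE protein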
PRMT1 FP inh: inhibitors of human PRMT1. inhibition, % at 2.79 µM. AID 652257. 370,000 compounds, 1.3% hits. recombinant PRMT1, activity-based probe fluorescence polarization. Q99873;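 active means inhibition above about 21% made by adding two undisclosed values, limit read from the data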
Target sequence (Q99873 whole entry, looked up): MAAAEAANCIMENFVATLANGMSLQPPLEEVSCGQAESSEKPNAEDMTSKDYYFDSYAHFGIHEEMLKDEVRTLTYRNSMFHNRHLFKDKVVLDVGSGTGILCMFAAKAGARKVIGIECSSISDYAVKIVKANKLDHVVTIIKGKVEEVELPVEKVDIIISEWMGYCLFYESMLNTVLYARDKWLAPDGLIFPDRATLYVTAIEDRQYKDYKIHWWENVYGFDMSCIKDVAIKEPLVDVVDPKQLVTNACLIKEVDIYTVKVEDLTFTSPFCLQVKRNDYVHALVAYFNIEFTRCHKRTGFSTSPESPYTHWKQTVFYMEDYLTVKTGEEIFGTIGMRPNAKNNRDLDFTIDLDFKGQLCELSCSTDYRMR
TDP2 absorb: blocks human TDP2 phosphodiesterase activity; 370,000 compounds, 0.34% hits; O95551; inhibition, % at 12.8 µM; recombinant TDP2, T5PNP hydrolysis, p-nitrophenol absorbance 415 nm; AID 720702;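 active means inhibition above the mean of all tested compounds plus 3 SD, set per campaign, cut at about 25% in these data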;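 further: 0% = DMSO with enzyme and 100% = buffer with substrate but no TDP2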
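Incubation: 2 h at 37 °C; Test system: recombinant human TDP2; Quantity: enzyme 120 nM; Read-out basis: percent inhibition; Medium: 50 mM Tris-HCl pH 7.5 with Mg2+, KCl, DTT, BSA; Repeats: single replicate; Compound: 12.8 µM single point, 1% DMSO; Signal: epi absorbance; Reagent: 5 mM T5PNP chromogenic substrate; Benchmarks: no-enzyme high, DMSO-plus-enzyme low.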
UHRF1 binding: blocks human UHRF1 binding to methylated DNA | inhibition, % at 4.4 µM | UHRF1 binding to methylated oligo, TR-FRET | 370,000 compounds, 0.75% hits; in the data active means inhibition above about 21%;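 further: UHRF1 SRA domain binding a hemimethylated CpG hairpin DNA probe; 0% = median of test compound wells and 100% = reference inhibitor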
HTRA1 inhibitor: HTRA1 (human) protease inhibition | recombinant HTRA1, FP-rhodamine activity-based probe, fluorescence polarization | inhibition, % at 5.96 µM | 340,000 compounds, 0.5% hits | AID 504803 | Q92743; in the data active means inhibition above about 36%;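 further: 0% = enzyme with DMSO and 100% = wells lacking enzyme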
Numbers without * were called inactive; / = not tested or not shown. Compounds were not picked by outcome; any-hit rate near 4.2%.

nr	Compound	LEDGF integ inh	PG9 binder	ABHD4 inh	DDE Tn7 FP inh	TCR-CD3 inh	SIAE primary	PRMT1 FP inh	TDP2 absorb	UHRF1 binding	HTRA1 inhibitor
1	CCCOC(=S)Nc1ccccc1	-1	-1.0	-1	7	5	11	-1	5	1	-4
2	COc1ccnc(CSC(N)=Nc2ccccc2OC)c1	-4	-0.8	5	-3	-5	-3	13	5	3	1
3	O=c1c2c(C(F)(F)F)cc(C(F)(F)F)nc2[nH]n1-c1ccccc1	0	-0.7	17	-4	1	4	-1	18	-8	-3
4	Cc1ccc(CNc2ccc([N+](=O)[O-])cc2C(N)=O)cc1	3	-0.8	-5	3	2	-4	13	0	-1	-14
5	Cc1ccc(S(=O)(=O)NC(C)(C)CN2CCc3ccccc3C2)cc1	-6	0.2	-12	2	-12	-10	5	-13	3	2
6	Cc1ccc(CNS(=O)(=O)c2cc(F)ccc2CN2C(=O)c3cccnc3C2=O)o1	-9	-1.2	0	2	-10	1	25*	-1	1	0
7	COc1ccc(NC(=O)Cn2c3ccccc3c3nc4n(c(=O)c32)CCS4)cc1OC	-5	4.9	1	-1	-3	-14	3	-1	1	-6
8	CCn1c(Cc2ccccc2)nnc1SCC(=O)Nc1nc2ccccc2s1	2	17*	0	-2	14	-1	-2	9	1	-6
9	Cc1ccc(CNS(=O)(=O)c2ccc(C(C)(C)C)cc2)n1C	0	-3.7	1	-1	2	1	1	-6	-2	20
10	COc1ccc([N+](=O)[O-])cc1NC(=O)C(C)OC(=O)C1CCCC1 (centres undefined)	0	1.3	-6	-5	2	7	0	8	0	-9

Looked up one by one from the list above:
nr	Compound	LEDGF integ inh	PG9 binder	ABHD4 inh	DDE Tn7 FP inh	TCR-CD3 inh	SIAE primary	PRMT1 FP inh	TDP2 absorb	UHRF1 binding	HTRA1 inhibitor
9	Cc1ccc(CNS(=O)(=O)c2ccc(C(C)(C)C)cc2)n1C	0	-3.7	1	-1	2	1	1	-6	-2	20
2	COc1ccnc(CSC(N)=Nc2ccccc2OC)c1	-4	-0.8	5	-3	-5	-3	13	5	3	1
1	CCCOC(=S)Nc1ccccc1	-1	-1.0	-1	7	5	11	-1	5	1	-4

A few values from the results shown.
Cc1ccc(CNS(=O)(=O)c2ccc(C(C)(C)C)cc2)n1C in PG9 binder is entered as -3.7
COc1ccnc(CSC(N)=Nc2ccccc2OC)c1 in TCR-CD3 inh is entered as -5
COc1ccc(NC(=O)Cn2c3ccccc3c3nc4n(c(=O)c32)CCS4)cc1OC in DDE Tn7 FP inh is entered as -1
O=c1c2c(C(F)(F)F)cc(C(F)(F)F)nc2[nH]n1-c1ccccc1 in UHRF1 binding is entered as -8
Cc1ccc(CNS(=O)(=O)c2cc(F)ccc2CN2C(=O)c3cccnc3C2=O)o1 in ABHD4 inh is entered as 0
Cc1ccc(S(=O)(=O)NC(C)(C)CN2CCc3ccccc3C2)cc1 in TCR-CD3 inh is entered as -12

Remaining list, next part:
nr	Compound	LEDGF integ inh	PG9 binder	ABHD4 inh	DDE Tn7 FP inh	TCR-CD3 inh	SIAE primary	PRMT1 FP inh	TDP2 absorb	UHRF1 binding	HTRA1 inhibitor
11	CCOC(=O)c1cc(-c2ccc(N3CCOCC3)cc2)nn1-c1ccc(F)cc1F	-2	-0.4	-5	7	5	5	2	1	1	-15
12	CCOC(=O)c1cc[nH]c1CC(=O)NC	-1	-0.7	1	4	1	2	-3	-3	-3	4
13	O=C(NCc1ccco1)c1cnccn1	2	-0.3	-1	0	9	9	-2	-3	-4	4
14	Cc1ccc(C)c(OCC(=O)Nc2cccc(C(=O)O)c2)c1C	1	-0.4	-8	-3	2	-1	6	9	-1	2
15	CN(C)/C=N/c1ncc(C(=O)c2ccc3ccccc3c2)s1	-3	1.0	6	2	-4	-7	3	-7	-1	-17
16	Cc1ccc(C)c(NC(=O)CSc2nnc([C@@H]3CCCN3C(=O)OC(C)(C)C)o2)c1	-3	-1.3	-2	3	-9	-3	0	5	1	-3
17	C[C@@H]1CCCN1[C@H]1CS(=O)(=O)N[C@@H]1COCc1ccccc1	1	-0.1	-7	7	7	1	-3	-12	-1	/
18	C=CCNc1nc(N)c([N+](=O)[O-])c(Nc2ccccc2OC)n1	2	2.1	-7	4	-2	-4	5	5	4	-2
19	COc1ccc(S(=O)(=O)N2CCOCC2)cc1NC(=O)CCc1cc(OC)c(OC)c(OC)c1	1	-0.7	5	-8	-7	4	3	0	0	-3
20	COCCCNC(=O)C[C@H]1C[C@@]2(C(=O)OC)C(=C[C@H](C(C)(C)C)O[C@@H]2C)N(Cc2ccco2)C1=O	0	/	0	-6	/	-5	3	-2	-2	/
21	Cc1ccc(S(=O)(=O)CC(=O)N2CC(C)OC(C)C2)cc1 (centres undefined)	0	-1.8	-2	3	0	-1	1	10	2	1
22	CCCCN1C(=O)C(CC(=O)NCc2cccs2)CC(C(=O)N2CCCCCC2)=C1C (centres undefined)	-1	-1.6	-4	0	6	1	0	11	-1	/
23	CCOc1ccc(-n2c(SCC(=O)Nc3ccc(S(=O)(=O)Nc4nccs4)cc3)nnc2-c2ccco2)cc1	-1	/	-27	-4	/	-23	6	-5	2	/
24	Cc1ccc(S(=O)(=O)N2C(=O)CCC2C(N)=O)cc1 (centres undefined)	2	1.1	0	-2	-2	2	-3	-4	2	-9
25	COC(=O)c1cc(-c2ccc(S(=O)(=O)N3CCCC3)cc2)c(C(F)(F)F)s1	-1	0.9	6	-1	-3	-3	2	2	-2	-36
26	CC(C)(C)NC(=O)C(=O)NNC(=O)c1cccc([N+](=O)[O-])c1	-1	-2.7	3	3	4	1	0	2	0	-5
27	COc1cc2c(cc1OC)CN(C(=O)c1ccc3nc[nH]c3c1)CC2	-1	-1.6	1	3	4	-3	-2	-8	0	-2
28	Cc1cc(C)n(CCc2nc(-c3ccc(F)cc3)cs2)n1	-3	-0.4	4	-4	-7	1	2	5	1	-12
29	CCOC(=O)C1CCN(S(=O)(=O)c2ccc(C(=O)OC)cc2)CC1	0	0.6	1	-2	0	7	-2	1	-4	4
30	COc1ccc2c(=O)c3c(=O)n(CCc4ccccc4)c(C)nc3oc2c1	0	-1.3	-2	1	3	-8	0	14	2	/

Some of these compounds in order of molecular weight, smallest number first:
nr	Compound	LEDGF integ inh	PG9 binder	ABHD4 inh	DDE Tn7 FP inh	TCR-CD3 inh	SIAE primary	PRMT1 FP inh	TDP2 absorb	UHRF1 binding	HTRA1 inhibitor
28	Cc1cc(C)n(CCc2nc(-c3ccc(F)cc3)cs2)n1	-3	-0.4	4	-4	-7	1	2	5	1	-12
21	Cc1ccc(S(=O)(=O)CC(=O)N2CC(C)OC(C)C2)cc1 (centres undefined)	0	-1.8	-2	3	0	-1	1	10	2	1
27	COc1cc2c(cc1OC)CN(C(=O)c1ccc3nc[nH]c3c1)CC2	-1	-1.6	1	3	4	-3	-2	-8	0	-2

Later entries
nr	Compound	LEDGF integ inh	PG9 binder	ABHD4 inh	DDE Tn7 FP inh	TCR-CD3 inh	SIAE primary	PRMT1 FP inh	TDP2 absorb	UHRF1 binding	HTRA1 inhibitor
31	CSCCC(NC(=O)COc1ccccc1)C(=O)N1CCOCC1 (centres undefined)	4	-2.1	2	1	5	0	1	2	0	13
32	COc1ccc(C2=CSC3=C(C(=O)c4cccc(S(=O)(=O)N(C)C)c4)CCN23)cc1	2	-2.7	-6	-2	0	-2	28*	-2	-4	-8
33	CC(=O)c1cccc(NC(=O)c2nccnc2C(=O)O)c1	-3	-0.3	2	9	2	3	0	2	-2	-6
34	CCC1(c2ccccc2)SC(=O)NC1=O (centres undefined)	1	1.6	-2	0	-4	-2	1	9	-2	5
35	O=C(Nc1ccc(C(F)(F)F)cc1)C1CCCCN1S(=O)(=O)c1ccccc1 (centres undefined)	7	-1.5	-29	-10	1	-10	-2	-23	0	-21
36	O=C(NCCC1CCCCN1S(=O)(=O)c1ccccc1)C(=O)Nc1ccc(F)cc1F (centres undefined)	-1	-1.4	0	-5	4	-8	-3	-18	0	-5
37	Cc1cc(OCC(=O)Nc2ccc3c(c2)OCCO3)cc(C)c1Cl	-2	-0.9	-11	3	7	-1	0	-7	-5	-1
38	Cc1ccc(S(=O)(=O)NC(CC(C)C)C(=O)N2CCC(C)CC2)cc1 (centres undefined)	3	0.0	-1	7	2	2	-2	1	-3	-2
39	Cc1cc(S(=O)(=O)N2CCN=C2c2ccccc2)c(Cl)cc1Cl	3	0.5	-2	6	3	4	-2	3	1	-1
40	COc1ccc(N2CCN(Cc3nc(-c4ccccc4)no3)CC2)cc1	-1	0.7	0	1	1	2	2	8	3	1
41	COc1ccc(/C=N/NC(=O)c2cc[n+]([O-])cc2)cc1O	-1	-3.5	0	-5	4	-2	3	-8	0	9
42	CC(C)CC(=O)Nc1nnc(-c2ccco2)s1	-2	-2.6	-7	-1	5	18*	0	8	-3	1
43	CN(Cc1cccnc1)Cc1cn[nH]c1-c1ccc(-c2ccccc2)cc1	-4	1.3	-5	1	9	-2	-3	-6	-2	-14
44	CC(=O)c1cccc(NC(=O)CCC2CCCC2)c1	-2	2.9	-16	2	-7	-1	1	-7	8	4
45	C=C(C)Cn1c(SCC#N)nc2ccccc2c1=O	1	-2.4	3	1	4	-2	0	-5	-2	0
46	CCn1cc(C(=O)OCC(=O)N(C)C2CCS(=O)(=O)C2)c(=O)c2ccc(C)nc21 (centres undefined)	1	0.5	0	0	4	2	0	-4	-3	0
47	Cc1ccc(C(=O)c2cnc3ccccc3c2-c2ccccc2)cc1	0	-0.3	-8	-12	1	-2	-2	0	-2	-36
48	CCN(c1cccc(C)c1)S(=O)(=O)c1cccc2nsnc12	-2	-0.7	3	2	6	3	-2	-4	-1	14
49	O=C(CC(Sc1ccc(Br)cc1)C(=O)O)c1ccc(F)cc1 (centres undefined)	0	-2.2	3	0	11	-5	80*	-7	1	-5
50	CCCc1nn2c(=O)cc(CSCC(=O)Nc3nnc(CC)s3)nc2s1	-2	1.9	-3	8	-7	5	3	4	5	2
51	Cc1ccc(CC(=O)NCc2ccc3c(c2)OCO3)cc1	-4	1.5	0	-3	-8	-3	0	-6	3	-4
52	Cc1ccc(NC(=O)CC2Oc3ccc(C)cc3NC2=O)c(C)c1 (centres undefined)	-1	-1.6	14	5	3	-10	-4	3	-1	-2
53	CN(C)N1C(N)=C(C#N)C(c2ccc(F)cc2)C2=C1CCCC2=O (centres undefined)	0	1.6	2	6	-5	19*	-1	11	-5	0

From PubChem BioAssay
